Assay outcomes (PubChem BioAssay)
S100A4 inh HTS: blocks human S100A4 binding to myosin IIA peptide; P26447; S100A4/TAMRA-MyoIIA peptide fluorescence polarization; inhibition, % at 10.7 µM; 360,000 compounds, 0.14% hits; AID 652163;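 active = mean inhibition of at least 70% across replicates, with every replicate also reaching that level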
Target sequence (P26447 whole entry, looked up): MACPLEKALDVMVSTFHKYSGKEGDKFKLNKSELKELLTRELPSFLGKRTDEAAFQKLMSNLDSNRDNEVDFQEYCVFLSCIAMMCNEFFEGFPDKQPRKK
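Material: human S100A4 monomer with TAMRA-labelled myosin IIA peptide; buffer or medium: HEPES pH 7.2 with CaCl2, KCl, NaCl, DTT, Triton; compound dosing: one concentration per compound; schedule: 5 min incubation before reading; benchmarks: neutral control DMSO, positive control TFP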
XiGFP reactiv: reactivates the inactive X chromosome in mouse fibroblasts; activation, % at 7.58 µM; 360,000 compounds, 0.055% hits; XiGFP mouse fibroblasts, % GFP-positive cells imaging, 3 d; cells co-treated with 5-aza-dC sensitizer; scaled so ellipticine positive control = 100%; AID 743238;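 active = mean normalized replicate activation at least 10% and every replicate at or above 10%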;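 also: 0% = median of on-plate neutral control wells and 100% = ellipticine 6 µM median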
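System: 68-5-11 XiGFP fibroblast line; Timing: 3 days compound exposure; Compound dosing: one concentration, pinned; Benchmarks: positive control ellipticine, 6 µM final; Buffer or medium: DMEM containing 5-aza-dC.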
SIRT5 block: blocks human SIRT5 desuccinylation of peptide | AID 652115 | Purified SirT5, succinyl-peptide AMC, trypsin-coupled fluorescence | inhibition, % at 15 µM | 330,000 compounds, 1.1% hits | Q9NXA8; in the data active = inhibition above about 15%
Target sequence (Q9NXA8 whole entry, looked up): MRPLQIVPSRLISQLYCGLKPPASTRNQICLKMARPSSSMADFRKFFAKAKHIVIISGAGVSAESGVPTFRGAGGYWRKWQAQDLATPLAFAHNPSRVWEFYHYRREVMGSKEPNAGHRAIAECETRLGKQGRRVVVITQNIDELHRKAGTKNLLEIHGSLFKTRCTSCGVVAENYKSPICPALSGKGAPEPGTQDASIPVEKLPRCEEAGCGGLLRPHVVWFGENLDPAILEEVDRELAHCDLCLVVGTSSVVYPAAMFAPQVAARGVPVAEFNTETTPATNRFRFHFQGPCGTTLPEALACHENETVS
PGC1a acetyl inh: modulators of PGC1a acetylation | U2OS PGC1a acetylation, AlphaScreen anti-acetyl-lysine; with virally co-expressed GCN5 acetyltransferase | inhibition, % at 15.6 µM | 350,000 compounds, 0.17% hits | AID 651687;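 active = every replicate shows inhibition of at least 40%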;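 also: 0% = neutral control wells and 100% = positive control wells; some results beyond the cut were filed as inactive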
LGR2 inh: inhibitors of bursicon-induced Drosophila LGR2 receptor cAMP signaling; inhibition, % at 9.99 µM; HEK293 LGR2, CRE-luciferase, bursicon-stimulated, 4 h; 380,000 compounds, 0.35% hits;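 active = drop in luminescence signal, shown as inhibition above about 50% in the replicate tests, limit read from the data, passing the limit was not always enough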;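 also: agonist challenge used bursicon conditioned medium at about half maximal strength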
ERAP1 HTS inh: inhibitors of human ERAP1 aminopeptidase; Q9NZ08; recombinant ERAP1, Leu-AMC fluorescence, 60 min; inhibition, % at 10.7 µM; 340,000 compounds, 0.15% hits;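 active = mean replicate inhibition of at least 30%, or all replicates individually reaching that 30% level; inactive = mean below 30% and not every replicate reaching it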;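 also: 0% = neutral control wells and 100% = L-leucinethiol positive control wells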
Cneo AK release: Cryptococcus neoformans lysis via adenylate kinase release; lysis activity, % at 15 µM; AID 651654; 360,000 compounds, 0.2% hits; C. neoformans lysis, adenylate kinase release luminescence, 4 h; normalised: neutral wells 0, clomiphene wells 100;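 active = mean lysis activity across replicates of at least 80%, whatever share of replicates individually reach that level; inactive = mean lysis activity below 80%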
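Material: C. neoformans cells; Schedule: 4 h static compound exposure, 37 °C, read 1 h post-reagent; Measured by: adenylate kinase release luminescence; Read-out: signal increase indicating cell lysis; Controls: Clomiphene as positive lysis control.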
Statin myotox sup: suppressors of simvastatin-induced myotoxicity in C2C12 myotubes. ATP luminescence, 48 h; scaled: DMSO 0, geranylgeraniol control 100. 330,000 compounds, 0.78% hits. AID 602340. rescue of ATP level, % at 7.49 µM;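 active = mean ATP rescue above about 67%, or every replicate alone reaching that limit, limit read from the data, passing the limit was not always enough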;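 also: myotubes were challenged with 10 µM simvastatin during compound exposure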
Starred values were filed as active, the others as inactive; . = not tested or not shown.

[1] O=C(O)[C@H]1[C@H](CO)[C@H]2Cn3c(ccc(-c4cncnc4)c3=O)[C@H]2N1C(=O)C1CCC1
[2] CCN(CC)CCCNC(=O)CN1C(=O)CSc2ccc(S(=O)(=O)N3CCOCC3)cc21
[3] COC(=O)[C@@]1(Cc2ccccc2)[C@H]2C(=O)N(C)C(=O)[C@H]2[C@H]2CN(C)C(=NCc3ccccc3)N21
[4] CC1(c2ccc(OC(F)F)cc2)NC(=O)N(CC(=O)Nc2cccnc2Cl)C1=O (configuration not stated)
[5] O=C(C[C@H]1CC[C@@H](NS(=O)(=O)c2ccc(F)cc2)[C@H](CO)O1)N1CCc2ccccc2C1
[6] COC(CNC(=O)c1cc(Sc2nnc(C)s2)nc2ccccc12)OC
[7] Cc1cc(C(=O)Nc2cccc3c2O[C@@H](CN(C)C(=O)Nc2cccc4ccccc24)[C@@H](C)CN([C@@H](C)CO)C3=O)n(C)n1
[8] COCCNC(=O)[C@@H]1CSC2c3ccccc3C(=O)N21 (some centres not stated)
[9] O=C(Cn1ncn2nc(-c3ccccc3)cc2c1=O)NCc1ccccn1
[10] CCCN1[C@H](C(=O)N2CCOCC2)[C@@H](CO)[C@@H]2Cn3c(ccc(/C=C/c4ccccc4)c3=O)[C@@H]21

assay / entry	1	2	3	4	5	6	7	8	9	10
S100A4 inh HTS	13	8	-2	-2	3	.	3	-7	-3	2
XiGFP reactiv	0.0	0.2	-0.1	0.1	-0.6	-0.1	-0.6	0.0	0.0	0.1
SIRT5 block	-13	-6	-2	2	2	.	-2	-2	-5	-17
PGC1a acetyl inh	.	.	0	-12	-1	-2	-3	7	0	28
LGR2 inh	13	5	-22	-7	7	9	-13	11	4	-12
ERAP1 HTS inh	1	-3	-2	4	-3	.	0	3	-2	7
Cneo AK release	1	0	5	0	50	3	-3	1	28	0
Statin myotox sup	-3	8	-6	8	5	.	-15	-7	12	45

[11] N#C[C@@H]1[C@@H](c2ccccc2-c2ccc(F)cc2)[C@H](CO)N1C(=O)NC1CCCC1
[12] OCCC1CN(Cc2ccc(Oc3ncccn3)cc2)CCN1Cc1ccc(F)c(F)c1 (configuration not stated)
[13] CCN(CC(=O)Nc1c(F)cccc1F)C(=O)c1cccnc1Sc1ccccc1
[14] CC(C)(C)c1ccc(C(=O)NCCN2CCOCC2)cc1
[15] COc1ccc(NC(=O)CN(C)C(=O)c2cccc(Oc3ccccc3)c2)cc1
[16] C[C@@H]1CN([C@H](C)CO)C(=O)c2cccc(N(C)C)c2O[C@H]1CN(C)Cc1ccc(C(=O)Nc2ccccc2N)cc1
[17] CCCCCCCCOc1ccc(C2CC(=O)NC2=O)cc1 (configuration not stated)
[18] CO[C@H]1CN(C)C(=O)c2cc(NC(=O)C3CC3)ccc2OC[C@@H](C)N(Cc2cc(F)ccc2F)C[C@H]1C
[19] COc1ccc(/C=C2\SC(=S)N(CC(=O)Nc3nnc(C)s3)C2=O)cc1
[20] Cc1n[nH]c(=S)n1-c1ccccc1

assay / entry	11	12	13	14	15	16	17	18	19	20
S100A4 inh HTS	1	6	-1	-5	1	-2	0	2	-20	1
XiGFP reactiv	0.2	0.5	0.1	0.3	-0.1	-1.0	0.1	0.4	-0.1	0.1
SIRT5 block	1	-4	-1	-6	0	0	-2	-2	13	2
PGC1a acetyl inh	.	.	-11	65*	-5	-15	.	1	-5	.
LGR2 inh	15	26	1	-7	.	-22	20	-5	27	-2
ERAP1 HTS inh	-4	.	1	5	20	2	-1	-1	-2	1
Cneo AK release	.	.	5	6	-2	2	0	1	-2	.
Statin myotox sup	.	3	11	.	6	58	0	11	-6	.

A different layout for 5 compounds above.
item	smiles	S100A4 inh HTS	XiGFP reactiv	SIRT5 block	PGC1a acetyl inh	LGR2 inh	ERAP1 HTS inh	Cneo AK release	Statin myotox sup
11	N#C[C@@H]1[C@@H](c2ccccc2-c2ccc(F)cc2)[C@H](CO)N1C(=O)NC1CCCC1	1	0.2	1	.	15	-4	.	.
12	OCCC1CN(Cc2ccc(Oc3ncccn3)cc2)CCN1Cc1ccc(F)c(F)c1 (configuration not stated)	6	0.5	-4	.	26	.	.	3
13	CCN(CC(=O)Nc1c(F)cccc1F)C(=O)c1cccnc1Sc1ccccc1	-1	0.1	-1	-11	1	1	5	11
14	CC(C)(C)c1ccc(C(=O)NCCN2CCOCC2)cc1	-5	0.3	-6	65*	-7	5	6	.
15	COc1ccc(NC(=O)CN(C)C(=O)c2cccc(Oc3ccccc3)c2)cc1	1	-0.1	0	-5	.	20	-2	6

Continued.
[21] CCOC(=O)C1(Cc2cccc(Cl)c2)CCCN(C(=O)CN2C(=O)CSC2=O)C1 (configuration not stated)
[22] COc1cccc(/C=C2\Oc3ccc(O)cc3C2=O)c1O
[23] COc1cccc(N2CCN(C(=O)c3ccc(OC)c(S(=O)(=O)NC4CC4)c3)CC2)c1
[24] O=C(N[C@@H]1CC[C@H](CCNC(=O)C2CCC2)O[C@H]1CO)c1ccccn1
[25] OCCC1CN(Cc2cnc(-c3ccccc3)s2)CCN1CCc1ccccc1 (configuration not stated)
[26] CO[C@@H]1CN(C)C(=O)c2ccc(NS(C)(=O)=O)cc2OC[C@H](C)N(Cc2cncnc2)C[C@@H]1C
[27] CCOC(=O)CNC(=O)C1COc2ccccc2O1 (configuration not stated)
[28] Cc1ccc(C2(COC(=O)C(C)C)CO2)c(OC(=O)C(C)C)c1 (configuration not stated)
[29] CCCNC(=O)N(C)C[C@H]1Oc2cc(C#CC(C)(C)O)ccc2S(=O)(=O)N([C@@H](C)CO)C[C@@H]1C
[30] CCOC(=O)C1C2C=CC3(CN(c4cccc(Cl)c4)C(=O)C13)O2 (configuration not stated)

assay / entry	21	22	23	24	25	26	27	28	29	30
S100A4 inh HTS	39	-1	-6	53	-17	27	5	29	16	-2
XiGFP reactiv	0.4	0.1	0.2	-0.7	0.1	0.0	0.4	.	0.4	0.3
SIRT5 block	-3	0	.	4	-3	1	0	8	0	.
PGC1a acetyl inh	.	-2	14	5	.	2	11	3	-6	0
LGR2 inh	-11	66*	-3	2	-12	-2	-4	.	3	-1
ERAP1 HTS inh	1	3	-2	-1	-2	-1	4	3	1	.
Cneo AK release	-2	-4	1	-2	.	4	-1	8	-1	1
Statin myotox sup	-8	-31	-1	-4	.	-8	1	-3	3	-1

[31] CC(C)NC(=O)N(C)C[C@H]1OCCCC[C@H](C)Oc2ccc(NC(=O)Nc3ccc(C(F)(F)F)cc3)cc2C(=O)N([C@H](C)CO)C[C@H]1C
[32] O=[N+]([O-])c1ccccc1S(=O)(=O)Nc1ccc(S(=O)(=O)N2CCOCC2)cc1
[33] Cc1c(C(=O)NNC(=O)Nc2ccc([N+](=O)[O-])cc2)oc2ccccc12
[34] COc1ccc2c3c(n(C)c2c1)[C@H](CO)N(C(=O)Nc1cccc(F)c1)CC31CCN(Cc2nccs2)CC1
[35] Cc1ccccc1S(=O)(=O)N1C[C@@H](O)COC[C@H]2O[C@@H](CC(=O)NCc3ccccc3Cl)CC[C@@H]21
[36] CCCc1cc(=O)n2[nH]c(NCc3ccc(OC)cc3)nc2n1
[37] C[C@H]1CN([C@@H](C)CO)C(=O)Cc2cc(NC(=O)CCCCCC(=O)Nc3ccccc3N)ccc2O[C@H]1CN(C)CC1CC1
[38] Cc1ccc(C2CC(=O)Nc3cc4c(cc32)OCCO4)s1 (configuration not stated)
[39] CN(CC(=O)Nc1ccccc1Cl)C(=O)COC(=O)CN1C(=O)NC2(CCCC2)C1=O
[40] CCCN1[C@@H]2Cn3c(ccc(-c4ccc(OC)cc4)c3=O)[C@H]1[C@@H](C(=O)NCC)[C@@H]2CO

assay / entry	31	32	33	34	35	36	37	38	39	40
S100A4 inh HTS	6	0	1	9	12	3	-5	.	-3	-3
XiGFP reactiv	-0.1	0.0	0.0	0.3	0.0	0.0	-0.2	.	-0.1	0.2
SIRT5 block	3	-3	0	2	3	0	-5	.	-5	-33
PGC1a acetyl inh	-7	7	1	.	-7	12	9	-10	.	0
LGR2 inh	13	-4	8	-1	26	17	7	-6	3	-1
ERAP1 HTS inh	-2	-5	5	0	-1	0	-1	.	0	2
Cneo AK release	1	0	2	.	-2	.	.	22	1	.
Statin myotox sup	.	7	1	.	-5	5	.	34	2	.

Next section, overlapping the part above by 2 compounds.
[39] CN(CC(=O)Nc1ccccc1Cl)C(=O)COC(=O)CN1C(=O)NC2(CCCC2)C1=O
[40] CCCN1[C@@H]2Cn3c(ccc(-c4ccc(OC)cc4)c3=O)[C@H]1[C@@H](C(=O)NCC)[C@@H]2CO
[41] O=C(Nc1nccs1)c1ccc2c(c1)C(=O)N(Cc1cccnc1)C2=O
[42] CC(C)NC(=O)N1[C@@H](C#N)[C@H](c2ccc(C#CC3CCCC3)cc2)[C@@H]1CO
[43] CNC[C@H]1Oc2ccc(NC(=O)Cc3ccccc3)cc2C(=O)N([C@H](C)CO)C[C@@H]1C
[44] Cc1ccc(C(=O)O/N=C(\N)c2cccc([N+](=O)[O-])c2)cc1
[45] CCN(C(=O)CN1C(=O)NC2(CCCc3ccccc32)C1=O)c1ccc(F)cc1 (configuration not stated)
[46] N#Cc1ccsc1NC(=O)CN1C(=O)NC2(CCCC2)C1=O
[47] CO[C@@H]1CN(C)C(=O)c2ccc(NC(=O)C3CC3)cc2OC[C@@H](C)N(C)C[C@H]1C
[48] O=C(Nc1ccc(N2CCOCC2)cc1Cl)C1CCN(C(=O)OCc2ccccc2)CC1
[49] COc1ccc(OC)c(/C=N/NC(=O)CSc2cc(C)nc3c(OC)cccc23)c1
[50] CCc1cccc(C)c1NC(=O)CCN1C(=O)NC(C)(C)C1=O

assay / entry	39	40	41	42	43	44	45	46	47	48	49	50
S100A4 inh HTS	-3	-3	4	-1	-9	-5	1	-8	-61	-1	-5	-2
XiGFP reactiv	-0.1	0.2	0.2	0.2	-0.1	.	0.0	0.0	0.2	0.0	0.0	0.1
SIRT5 block	-5	-33	-2	3	2	11	1	0	.	-1	-5	-6
PGC1a acetyl inh	.	0	-2	0	1	.	5	7	-12	-9	-6	8
LGR2 inh	3	-1	-7	5	18	-10	3	-19	7	-3	-14	7
ERAP1 HTS inh	0	2	1	8	1	-1	-1	0	-2	2	3	-1
Cneo AK release	1	.	3	5	-8	-13	-1	2	-3	5	.	1
Statin myotox sup	2	.	.	-26	11	-34	-1	18	-9	-6	.	6

[51] C/C(=N\NC(=O)C1CCCC1)c1ccc(NC(=O)C(F)(F)F)cc1
[52] C=CCN1C(=O)c2n[nH]c(C)c2C1c1ccc(C)cc1 (configuration not stated)
[53] COc1ccccc1CNS(=O)(=O)c1ccc(S(=O)(=O)NC2CC2)cc1
[54] COc1ccc(/C=C/C(O)=C(\C#N)c2nnc(N3CCOCC3)n2-c2ccccc2)cc1OC
[55] COc1ccc(CCNC(=O)C2c3ccccc3C(=O)N2CCC(C)C)cc1OC (configuration not stated)

assay / entry	51	52	53	54	55
S100A4 inh HTS	-3	-4	-2	-1	5
XiGFP reactiv	0.5	0.1	0.1	0.2	0.0
SIRT5 block	0	.	1	-2	-1
PGC1a acetyl inh	11	.	.	-8	0
LGR2 inh	-13	-4	8	4	0
ERAP1 HTS inh	1	-3	-1	-4	0
Cneo AK release	-1	.	-2	.	-1
Statin myotox sup	-7	.	-3	5	7

An excerpt (hit frequency here may not be typical).
